Screens from PubChem.
Siah-1 displacement: Siah-1 peptide-binding antagonists, primary screen, biochemical, fluorescence polarization, rhodamine-plectin, uHTS (AID 1817) | Siah-1 / rhodamine-plectin peptide fluorescence polarization; higher % means a stronger effect | displacement, % at 20 µM; hits with a dose series show IC50 in µM | actives 0.02% (n = 290,000);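 active = displacement of at least 50% at 20 µM, with a fluorescence ratio check between 0.3 and a set limit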;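 also: plate controls were Siah plus tracer with DMSO for no effect and tracer alone without Siah for full effect; strong numbers were not always called active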
West Nile antiviral: West Nile virus antiviral activity, cell-based, CPE readout (AID 1621); actives 0.02% (n = 290,000); CPE inhibition, % at 10 µM; hits with a dose series show IC50 in µM; West Nile virus-infected cells, CPE inhibition; higher % means a stronger effect; in the data active = a potency from the dose series; inconclusive = CPE inhibition mostly from about 3.7% at the one dose, without a potency; inactive = the rest, 99 in 100 with CPE inhibition below about 2.2%; also: strong numbers were not always called active
PhoP inhibition: inhibitors of PhoP regulon expression, primary screen, Salmonella Typhimurium, GFP reporter (AID 1863). inhibition, % at 50 µM, or IC50 in µM where a hit was titrated. actives 0.16% (n = 300,000). S. Typhimurium PhoP-regulated promoter GFP reporter, 4 h; higher % means a stronger effect;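 active = inhibition over 29.93%, a cutoff 3 SD above the screen mean, later confirmed by dose response; inconclusive = inhibition over 29.93% but no dose response follow-up; inactive = inhibition at most 29.93% or unconfirmed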;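 also: 0% = low Mg2+ inducing control and 100% = high Mg2+ repressing control; strong numbers were not always called active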
The depositor's hits bear a star; ? = inconclusive. The list is partial; count on the stated rates, not on these rows.

The first 2 entries, to show the layout:
SMILES	Siah-1 displacement	West Nile antiviral	PhoP inhibition
N#C/C(=C/c1ccc(OCc2ccc(C(=O)O)cc2)cc1)C(=O)Nc1ccccc1	10%	-0.3%	-1%
CCc1nnc(NC(=O)C2CCCN2C(=O)Nc2ccc(Cl)cc2)s1 (stereo not given)	-2%	1.3%	1%

All compounds of this part, from the start:
SMILES	Siah-1 displacement	West Nile antiviral	PhoP inhibition
N#C/C(=C/c1ccc(OCc2ccc(C(=O)O)cc2)cc1)C(=O)Nc1ccccc1	10%	-0.3%	-1%
CCc1nnc(NC(=O)C2CCCN2C(=O)Nc2ccc(Cl)cc2)s1 (stereo not given)	-2%	1.3%	1%
CCN(c1ccccc1)S(=O)(=O)c1cccc(C(=O)Nc2ccc(C)cn2)c1	4%	-0.2%	6%
COc1ccc(C(C(=O)NC2CCCC2)N(C(=O)c2ccco2)c2cc3c(cc2C(C)=O)OCO3)cc1 (stereo not given)	-5%	-0.3%	1%
CC1CCCCN1S(=O)(=O)c1ccc(C(=O)N(CCCN(C)C)c2nc3ccc(Br)cc3s2)cc1 (stereo not given)	-3%	?	3%
Cc1ccc(Cn2ncc3c(NN)ncnc32)cc1	-2%	0.3%	8%
Cc1cc(=O)c(C(=O)O)nn1-c1ccccc1[N+](=O)[O-]	4%	0.1%	-2%
Cc1nnc2c(N3CCN(C(=O)c4ccco4)CC3)nc3ccccc3n12	3%	0.7%	-8%
O=C(c1ccc2ccccc2c1)N1CCN(c2ccccn2)CC1	-3%	-1.2%	-2%
CCc1ccc(NC(=O)N2CCc3ccccc3C2)cc1	-4%	-1.1%	8%
CCCCOc1ccc(CN2CCSCC2)cc1	0%	-0.6%	0%
CCCOc1ccc(-c2c(=O)n(OCC(=O)OCC)c3ccccc3[n+]2[O-])cc1	0%	-0.4%	-4%
CCCCOc1ccc(-c2n[nH]c(=S)n2Cc2ccccc2)cc1	-3%	-1.4%	-4%
Cc1ccn2c(c1)nc(=O)c1cc(S(=O)(=O)N3CCCCC3)ccc12	-5%	-0.2%	-9%
COc1ccc(C(C(=O)NCc2ccc(F)cc2)N(C(=O)c2csnn2)C2CC2)cc1 (stereo not given)	11%	-0.3%	8%
O=C(NNC(=O)c1c(O)c2ccccc2[nH]c1=O)c1ccccc1	-7%	-0.2%	-7%
Cc1cccc(C)c1NC(=O)CN(C)C(=O)c1ccccc1C(=O)N(C)Cc1ccccc1	-3%	-0.2%	4%
O=C(NNC(=O)c1ccc(Cl)c([N+](=O)[O-])c1)c1ccncc1	4%	-0.4%	-10%
COc1ccc(-n2c(SCC(=O)Nc3ccccc3C)nc(O)c(Cc3ccccc3)c2=O)cc1	4%	-0.6%	6%
O=C(CN1C(=O)COc2ccc(Cl)cc21)NC1CC1	-2%	-0.4%	0%
CSC[C@H](NC(=O)Cc1c(C)c2cc3c(C)c(C)oc3cc2oc1=O)C(=O)N[C@@H](Cc1ccccc1)C(=O)O	1%	-0.3%	5%
O=C(NCc1ccc(F)cc1)C(=O)NCC1OCCCN1S(=O)(=O)c1cccs1 (stereo not given)	1%	-1.2%	5%
COC(=O)c1cccc(NC(=O)c2ccc3c(c2)C(=O)N(C(C)(C)C)C3=O)c1	10%	-0.3%	6%
COc1ccc2c(c1)c1nnc(SCC(=O)Nc3ccccc3F)nc1n2C	19%	-0.7%	-2%
COc1ccc(CCNC(=O)CN(c2cc(OC)ccc2OC)S(=O)(=O)c2ccccc2)cc1	2%	-0.3%	1%
COC(C(=O)Nc1ccnn1C1CCN(Cc2ccc(CO)o2)CC1)c1ccccc1 (stereo not given)	9%	-0.5%	6%
Cc1ccc(SCC(=O)NC(C)c2ccccc2)cc1 (stereo not given)	-4%	0.8%	-8%
CCOc1ccc2ccccc2c1/C=N/NC(=O)c1ccncc1	0%	-0.1%	-3%
CCc1ccc(N2C(=O)CN(Cc3ccccc3)C2=S)cc1	1%	-0.9%	5%
CCOc1cc(/C=N/n2c(C)nc3ccccc3c2=O)ccc1O	3%	0.2%	-7%
O=C(c1ccc(F)cc1F)N1CCCC(c2nc(-c3cccs3)no2)C1 (stereo not given)	-1%	0.0%	0%
COc1ccc(/C=C2/SC(=S)N(Cc3ccccc3)C2=O)cc1O	-2%	-0.2%	1%
CC1CCCCN1C(=O)CSc1nnc(-c2cccnc2)o1 (stereo not given)	2%	0.1%	0%
COc1cc(OC)cc(C(=O)NCCSCc2ccc(Cl)cc2)c1	-3%	-1.8%	-8%
C#CCN(C(=O)c1ccc(OC2CCN(Cc3ccccn3)CC2)cc1)C1CCCCC1	-1%	-0.6%	-4%
CN(C)Cc1c(C(=O)N/N=C/c2ccc(-c3ccccc3)cc2)nnn1-c1nonc1N	1%	0.2%	-5%
c1ccc(-c2nnc(CN3CCCCC3)o2)cc1	-10%	0.1%	-6%
O=C(NCCCCNC(=O)c1ccccc1F)c1ccccc1F	6%	-0.3%	-5%
COc1cc(-c2cc(C(=O)NCc3ccco3)c3ccccc3n2)cc(OC)c1OC	-2%	-0.5%	3%
CC1(C(=O)N2CCC(CC3CC(c4ccc(Cl)cc4)=NO3)(C(=O)NCC3CCCCC3)CC2)CC1 (stereo not given)	0%	-1.0%	6%
COc1ccc(C2(C)NC(=O)N(CC(=O)c3ccc4c(c3)OCO4)C2=O)cc1 (stereo not given)	10%	-0.8%	-4%
COc1ccc(NC(=O)CN(C)C(=O)c2ccc3c(c2)S(=O)(=O)N=C2CCCCCN23)cc1	0%	-0.4%	0%
CCOc1ccccc1N1CCN(C(=O)c2cc3cc(OC)ccc3[nH]2)CC1	-1%	0.5%	3%
S=c1[nH]c(-c2ccccc2)cn1-c1ccccc1	2%	-0.4%	-2%
Cc1c(Cc2ccccc2)c(=O)oc2cc(OCC(=O)N3CCC(C(N)=O)CC3)ccc12	-2%	0.6%	-2%
Cc1c(OCC(=O)NCCCN2CCOCC2)ccc2c(-c3ccccc3)cc(=O)oc12	2%	-0.9%	-9%
O=C(N/N=C/c1c[nH]c2ccccc12)c1ccccc1	-4%	-0.3%	0%
O=C(Nc1nc2c(Cl)cccc2s1)c1ccc([N+](=O)[O-])o1	1%	-1.7%	-6%
COc1cc(C)c(CN2CCN(C(C)C(=O)NC(C)c3ccccc3)CC2)cc1OC (stereo not given)	-2%	-0.6%	-6%
O=C(NCc1ccc(Cl)cc1)N1CCN(S(=O)(=O)c2ccccc2)CC1	-6%	-0.8%	5%
COc1cc2nc(Nc3ccc(C)c(C)c3)nc(N)c2cc1OC	-8%	2.6%	-16%
CCN(CC)C(=O)Cn1c(C)c(/C=C/c2cc[n+](C)cc2)c2ccccc21	5%	1.4%	-19%
O=C(NC1CCN(S(=O)(=O)c2ccccc2F)CC1)c1ccco1	2%	-0.4%	3%
N#Cc1ccc(C(=O)CN2CCN(c3ccccc3)CC2)cc1	5%	-0.6%	3%
O=C(c1c[nH]c(C(=O)C(Cl)(Cl)Cl)c1)c1c(F)cccc1F	1%	0.0%	6%
COC(=O)C(NC(=O)c1ccccc1C(=O)O)c1ccc2ccccc2c1 (stereo not given)	-5%	0.1%	-1%
COc1ccc(C(=O)N/N=C(\C)CC(=O)Nc2ccccn2)cc1OC	6%	-0.2%	2%
CCCCNC(=O)C1CCC(CNS(=O)(=O)c2cccc3nsnc23)CC1 (stereo not given)	0%	-0.9%	3%
Fc1ccccc1Nc1nc(N2CCOCC2)nc(N2CCOCC2)n1	-1%	0.6%	-3%
COc1ccc(NC(=O)C2CC(=O)N(CCc3ccc(Cl)cc3)C2)cc1 (stereo not given)	12%	0.0%	-6%
(next part)
SMILES	Siah-1 displacement	West Nile antiviral	PhoP inhibition
CC1CC(C)CN(C(=O)c2ccc3nc[nH]c3c2)C1 (stereo not given)	4%	-0.5%	-4%
O=C(c1ccc(Br)c(S(=O)(=O)N2CCCCC2)c1)N1CCCCC1	2%	-0.9%	6%
CC1(C(=O)NNC(=O)c2cccc([N+](=O)[O-])c2)CC1(Br)Br (stereo not given)	-4%	0.1%	4%
COc1ccc(/C=C2/Sc3ccc(C(=O)NCCCN4CCOCC4)cc3NC2=O)cc1OC	-7%	-1.5%	-1%
Cc1ccccc1C(=O)OCC(=O)N(C)c1ccccc1	-6%	0.1%	1%
CC1(C)CN(C(Cc2ccccc2)C(N)=O)C1=O (stereo not given)	0%	-0.1%	-1%
COc1cc(/C=C2\SC(=S)N(CCC(=O)Nc3cccc(O)c3)C2=O)cc(OC)c1OC	4%	-1.2%	0%
O=c1[nH]c2ccc(S(=O)(=O)Nc3ccc(Cl)cc3)cc2o1	6%	0.4%	0%
NC(=O)C1CCN(c2oc(/C=C/c3ccccc3)nc2S(=O)(=O)c2ccccc2)CC1	-3%	0.3%	5%
Cc1ccc(CC(=O)Nc2nccs2)cc1	6%	0.0%	-5%
Cc1ccc(C(=O)NC(C)c2ccc(S(N)(=O)=O)cc2)s1 (stereo not given)	3%	-0.4%	-7%
CCN(CC)C(=O)c1c(-c2ccccc2)oc2ccc(O)cc12	-3%	-0.5%	-8%
O=C(Nc1ncc([N+](=O)[O-])s1)C1COc2ccccc2O1 (stereo not given)	-3%	-0.8%	-1%
COc1ccc(C(C)=O)cc1COc1cccc2cccnc12	1%	-0.4%	5%
CCc1cccc(C)c1N=Cc1c(O)c2ccccc2oc1=O	0%	-0.4%	-2%
COc1ccc(CCC(=O)Nc2nc(C)c(C(=O)N(C)C)s2)cc1	-6%	-0.4%	2%
CC1Sc2ccc(S(=O)(=O)NCCc3ccc(S(N)(=O)=O)cc3)cc2NC1=O (stereo not given)	-5%	2.2%	-1%
COC(=O)c1ccc(-c2cc(CC3(C(=O)OC)CCN(C(=O)OC(C)(C)C)CC3)on2)cc1	12%	-0.6%	-2%
COc1ccc(C)cc1S(=O)(=O)N1CCN(c2ccccc2)CC1	9%	-1.1%	2%
O=C(O)c1ccc(CS(=O)(=O)c2ccc(Br)cc2)cc1	3%	0.2%	-2%

Quoted at random: 7 entries already listed.
SMILES	Siah-1 displacement	West Nile antiviral	PhoP inhibition
COc1ccc(C(=O)N/N=C(\C)CC(=O)Nc2ccccn2)cc1OC	6%	-0.2%	2%
Cc1cccc(C)c1NC(=O)CN(C)C(=O)c1ccccc1C(=O)N(C)Cc1ccccc1	-3%	-0.2%	4%
COc1ccc(C(C)=O)cc1COc1cccc2cccnc12	1%	-0.4%	5%
Cc1c(OCC(=O)NCCCN2CCOCC2)ccc2c(-c3ccccc3)cc(=O)oc12	2%	-0.9%	-9%
CC1Sc2ccc(S(=O)(=O)NCCc3ccc(S(N)(=O)=O)cc3)cc2NC1=O (stereo not given)	-5%	2.2%	-1%
COC(=O)c1ccc(-c2cc(CC3(C(=O)OC)CCN(C(=O)OC(C)(C)C)CC3)on2)cc1	12%	-0.6%	-2%
COc1ccc(C)cc1S(=O)(=O)N1CCN(c2ccccc2)CC1	9%	-1.1%	2%

Continued:
SMILES	Siah-1 displacement	West Nile antiviral	PhoP inhibition
CC(NC(=O)c1cccs1)C1CCCO1 (stereo not given)	4%	0.0%	-2%
COc1nc(Nc2cccc(F)c2)nc(OC)n1	-2%	-0.5%	-2%
COC(=O)CCN(c1ccccc1)S(=O)(=O)c1cc(-c2cc(C)no2)ccc1OC	-1%	0.1%	0%
CCCn1ncc2c(Nc3ccc(C)c(C)c3)ncnc21	12%	0.1%	1%
CCC(=O)N1CCN(c2ccccc2NC(=O)COc2cccc(C)c2C)CC1	8%	-0.8%	-5%
Cc1ccc(OC(C)C(=O)Nc2ccncc2)cc1C (stereo not given)	-3%	-0.8%	-9%
CCc1ncc(CN2CCC(C(=O)Nc3cccc(-c4cscn4)c3)CC2)cn1	4%	-1.2%	-1%
Cc1ccccc1CC(=O)Nc1ccc2c(C)cc(=O)oc2c1	0%	-0.9%	-5%
COc1ccc(CCNC(=O)C2CC=CCC2C(=O)O)cc1 (stereo not given)	4%	-0.4%	2%
CN(C)C(=O)CN1C(=O)c2cccc3cccc1c23	1%	0.2%	9%
O=C(Nc1ccccn1)c1ccc2ccccc2c1O	3%	-0.6%	-2%
O=C(N/N=C/c1cc(Br)c(Br)o1)c1cc2ccccc2o1	22%	-0.6%	-20%
COc1cccc(OC)c1C(=O)OCC(=O)N(C)c1ccccc1	0%	-0.4%	-12%
O=[N+]([O-])c1cccc(-c2cc3ccccc3[nH]2)c1	1%	-1.0%	-2%
Cn1c(=O)c(C(=O)NCCc2ccccc2)c(O)c2ccccc21	0%	-0.2%	6%
O=C(CCCN1C(=O)/C(=C/c2ccccc2Cl)SC1=S)NCCCN1CCOCC1	2%	?	3%
O=[N+]([O-])c1ccc(N2CCN(Cc3cccc([N+](=O)[O-])c3)CC2)cc1	0%	-1.4%	4%
Cc1ccc(NC(=O)CSc2nnc(-c3ccncc3)s2)cc1	6%	-0.4%	-6%
COc1cccc(OCc2cc(C(=O)NCc3ccc4c(c3)OCO4)no2)c1	6%	-1.7%	4%
CCC(C(=O)NC1CCCC1)N(C(=O)Cn1nnc(-c2ccc(OC)c(OC)c2)n1)c1cccc(O)c1 (stereo not given)	10%	0.0%	4%
CN(C)/C=C/C(=O)c1ccc2noc(-c3cccc(F)c3)c2c1	0%	0.1%	-1%
CC(=O)/C=C\c1ccc(OC(=O)c2cccnc2)cc1	-1%	0.2%	2%
CC(C)c1ccc(C(=O)Nc2ccc(CN3CCOCC3)cc2)cc1	-2%	-1.7%	13%
CCOc1ccc(-c2c(C(=O)N/N=C/c3ccncc3)nnn2-c2nonc2N)cc1	-1%	-0.4%	14%
